ARNT-TACC3 inh – disruptors of human ARNT/TACC3 interaction; Q9Y6A5; AlphaScreen His-ARNT PAS-B/GST-TACC3 binding, luminescence; TACC3 fragment carries E629A point mutation; inhibition, % at 9.99 µM; actives 0.66% (n = 390,000); AID 623870;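 active means mean inhibition of replicates at least 50% and at least half of replicates each reaching 50%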;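 further: 0% = complete ARNT plus TACC3 wells and 100% = ARNT alone without TACC3; many hits fall short of the cut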
PglD inh – PglD (C. jejuni) enzyme inhibition; purified PglD enzyme, DTNB colorimetric CoA detection; inhibition, % at 12.5 µM; actives 0.098% (n = 360,000); AID 602405; in the data active means inhibition above about 16%, passing the limit was not always enough; further: strong numbers were not always called active
RAD54 branch – inhibitors of human RAD54 branch migration | Q92698 | actives 0.14% (n = 360,000) | inhibition, % at 10.4 µM | RAD54 Holliday junction branch migration, FAM/BHQ fluorescence;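 active means mean normalized replicate activity at least 40 and at least half of replicates scoring 40 or more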;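 further: 0% = median of neutral control wells and 100% = median of positive control wells; inhibitors cause a drop in the FAM fluorescence signal; in these data hits start at about 50%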
Target sequence (Q92698 whole entry, looked up): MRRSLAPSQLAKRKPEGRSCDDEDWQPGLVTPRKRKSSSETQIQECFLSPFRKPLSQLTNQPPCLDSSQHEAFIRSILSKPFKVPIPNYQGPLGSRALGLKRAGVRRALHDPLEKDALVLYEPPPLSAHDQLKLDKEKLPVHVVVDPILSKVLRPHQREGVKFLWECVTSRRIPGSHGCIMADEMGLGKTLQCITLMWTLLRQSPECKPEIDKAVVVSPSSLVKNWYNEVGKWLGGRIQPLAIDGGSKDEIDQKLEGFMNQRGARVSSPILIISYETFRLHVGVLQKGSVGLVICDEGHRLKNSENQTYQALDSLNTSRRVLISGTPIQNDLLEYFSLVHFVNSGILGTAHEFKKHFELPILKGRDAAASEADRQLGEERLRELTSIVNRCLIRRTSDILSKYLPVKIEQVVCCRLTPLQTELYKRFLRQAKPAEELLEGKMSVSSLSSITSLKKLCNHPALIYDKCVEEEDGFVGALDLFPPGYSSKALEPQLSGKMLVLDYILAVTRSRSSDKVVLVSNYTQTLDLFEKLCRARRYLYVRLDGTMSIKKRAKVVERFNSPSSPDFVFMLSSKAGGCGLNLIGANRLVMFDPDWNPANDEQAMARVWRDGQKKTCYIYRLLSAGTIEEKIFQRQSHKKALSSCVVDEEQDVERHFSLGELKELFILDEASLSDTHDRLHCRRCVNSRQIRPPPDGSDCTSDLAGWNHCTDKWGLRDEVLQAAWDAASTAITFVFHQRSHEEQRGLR
Starred values were filed as active, the others as inactive.

| smiles | ARNT-TACC3 inh | PglD inh | RAD54 branch |
| --- | --- | --- | --- |
| CCN(CC)c1ccc(C2C3CCCCC3(O)CCN2CC(=O)Nc2ccccc2)cc1 (centres undefined) | -10 | -2 | 3 |
| CCC(C)Sc1nc(O)c(Cc2ccccc2)c(=O)[nH]1 (centres undefined) | 1 | 5 | 5 |
| COc1ccc(CCNC(=O)c2ccc(CNS(=O)(=O)c3ccc(C(C)(C)C)cc3)cc2)cc1OC | 18 | 2 | 1 |
| N#C/C(=C/c1cc(Br)cs1)C(=O)NCC1CCCO1 (centres undefined) | 1 | -2 | 1 |
| Nc1nc(-c2ccc3c(c2)CCCC3)cs1 | 34 | 6 | -8 |
| COc1ccc(NC(=O)CCCn2c(=O)c3sccc3n(Cc3ccc(C)cc3)c2=O)cc1 | -2 | 5 | -4 |
| CCCNC(=O)CN(c1cccc(F)c1)S(C)(=O)=O | -16 | -4 | 3 |
| Cc1ccc(C(=O)NC(=S)NNS(=O)(=O)c2ccc(C)cc2)cc1 | 12 | 4 | -1 |
| CCCn1c(SCC(=O)Nc2ccccc2Oc2ccccc2)n[nH]c1=O | 2 | 0 | -3 |
| CCOC(=O)c1cc(-c2ccccc2)sc1NC(=S)Nc1cccc(C)n1 | -4 | 4 | 3 |
| CCN(CC)S(=O)(=O)c1cnccc1N1CCN(c2cccc(Cl)c2)CC1 | 3 | -10 | -2 |
| COc1ccccc1OCC(=O)NCc1cccs1 | 45* | -1 | 4 |
| CC(C)C(NC(=O)C1CCCCC1)C(=O)NC1=NCCS1 (centres undefined) | 0 | -7 | 3 |
| Cc1ccc(C(c2nnnn2CCc2ccccc2)N2CCSCC2)cc1 (centres undefined) | 2 | 4 | -2 |
| Cc1nn(-c2nnc(NC3CCCCC3)nn2)c(C)c1Br | 0 | 0 | -2 |
| Cc1cccc(C2Nc3ccccc3C(=O)N2NC(=O)c2ccc([N+](=O)[O-])cc2)n1 (centres undefined) | 0 | -6 | 5 |
| CCOCc1cn(CC(=O)c2ccc([N+](=O)[O-])cc2)c(C)nc1=N | -4 | 2 | 10 |
| COc1cccc(CNC(=O)C(c2ccc(Cl)cc2)C(C)C)c1 (centres undefined) | -3 | 5 | 3 |
| Fc1ccc(NC(=S)NC23CN4CN(CN(C4)C2)C3)cc1 | -7 | -4 | 14 |
| O=C(CNC(=O)C12CC3CC(CC(C3)C1)C2)N1CCN(S(=O)(=O)c2cccs2)CC1 | -2 | 1 | 7 |
| Cc1ccc(C(=O)Nc2ccccc2-c2ccccc2)o1 | -3 | 0 | -1 |
| CN(C)CCCN(C(=O)c1ccc2c(c1)CCCC2)c1nc2ccc(F)cc2s1 | 30 | 1 | 13 |
| c1cc(-c2noc(CCC3CCCC3)n2)ccn1 | -1 | 3 | 3 |
| CCN1CCN(CC(=O)c2c[nH]c3ccc(C)cc23)CC1 | -5 | -2 | 3 |
| Cc1cc(=O)oc(C)c1C(=O)Nc1c(C)n(C)n(-c2ccccc2)c1=O | -2 | -7 | -4 |

2 of the compounds above, with two lines to a compound.
Order of results: ARNT-TACC3 inh	PglD inh	RAD54 branch
CN(C)CCCN(C(=O)c1ccc2c(c1)CCCC2)c1nc2ccc(F)cc2s1
→ 30	1	13
c1cc(-c2noc(CCC3CCCC3)n2)ccn1
→ -1	3	3

The results go on.
| smiles | ARNT-TACC3 inh | PglD inh | RAD54 branch |
| --- | --- | --- | --- |
| COc1ccc(Br)cc1C1Nc2ccccc2C(=O)N1NC(=O)c1ccncc1 (centres undefined) | -5 | -1 | -5 |
| COc1ccc(-c2nc3ccccc3c(C(=O)Nc3ccc(S(=O)(=O)Nc4cc(C)on4)cc3)c2C)cc1 | 0 | 1 | 0 |
| Cc1noc(C)c1CSc1nc2ccccc2nc1NS(=O)(=O)c1ccc(Cl)cc1 | -4 | 7 | 4 |
| COc1ccc2c(Cl)c(C(=O)N/N=C/c3ccc4c(c3)OCO4)sc2c1 | 9 | 4 | 6 |
| COc1cccc(/C=N/NC(=O)c2c(C)nc3ccc(Br)cn23)c1O | 7 | 4 | 0 |
| CN(C)/C=N/c1ncc(C(=O)c2ccccc2)s1 | -3 | -2 | 2 |
| CCOC(=O)NS(=O)(=O)c1ccc(CCNC(=O)c2cc(C)on2)cc1 | 2 | 7 | -7 |
| Cc1cccc(NC(=O)NNC(=O)c2c(Cl)c(C)nn2C)c1 | 26 | -2 | -7 |
| O=C(COC(=O)C1CC(=O)N(c2ccc3c(c2)OCCO3)C1)NC1CCCc2ccccc21 (centres undefined) | -4 | 0 | 4 |
| CCOC(=O)c1ccc(NC(=S)N(CCCN(CC)CC)Cc2ccco2)cc1 | 15 | 1 | -4 |
| C=CCn1c(SCC(=O)c2cccs2)nc2sc(C)c(C)c2c1=O | -3 | 3 | -21 |
| O=C(Cc1cccc(C(F)(F)F)c1)NCc1ccc(Cl)cc1Cl | -2 | 0 | 0 |
| COc1cccc(CNC(=O)Cn2cccc2)c1 | -2 | -1 | -5 |
| Cc1c(C(=O)Nc2ccccc2)csc1-c1ccccc1 | -4 | -3 | 14 |
| Cc1ccc(-c2nn[nH]n2)cc1 | -4 | -7 | 3 |
| CN(C)CCCN(C(=O)CCc1ccccc1)c1nc2c(F)cccc2s1 | 2 | -9 | 1 |
| O=C(CCC(=O)OCC(=O)c1cccc([N+](=O)[O-])c1)Nc1cccc(Cl)c1Cl | 3 | -1 | 5 |
| O=C(NC1CCCCC1)C12CC3CC(CC(Cl)(C3)C1)C2 | -3 | -7 | 1 |
| COc1ccc(-c2oc3ncnc(NCCN4CCOCC4)c3c2-c2ccc(OC)cc2)cc1 | 0 | -1 | 3 |
| O=C(NC1CCCCCC1)c1cccc(N2CCCC2=O)c1 | -5 | 1 | 6 |
| O=C(c1ccco1)N1CCN=C1SCc1c(F)cccc1Cl | 0 | 3 | 0 |
| CC(C)(NC(=O)N1CCOCC1)c1cccc(C(C)(C)NC(=O)N2CCOCC2)c1 | -17 | 2 | -4 |
| COc1cc(/C=C(\C#N)C(=O)NCC2CCCO2)ccc1O (centres undefined) | -2 | 0 | -8 |
| COc1cccc(-c2nn3c(-c4cc(C)[nH]n4)nnc3s2)c1 | 7 | 2 | 3 |
| O=C(NCc1ccc(Cl)cc1)c1ccc(COCC(F)(F)F)o1 | -4 | -1 | -11 |

Entries above printed as active in ARNT-TACC3 inh.
Molecule | ARNT-TACC3 inh | PglD inh
COc1ccccc1OCC(=O)NCc1cccs1 | 45* | -1

Arranged by length of the SMILES (descending): five of the compounds above
| smiles | ARNT-TACC3 inh | PglD inh | RAD54 branch |
| --- | --- | --- | --- |
| CCOC(=O)NS(=O)(=O)c1ccc(CCNC(=O)c2cc(C)on2)cc1 | 2 | 7 | -7 |
| CN(C)CCCN(C(=O)CCc1ccccc1)c1nc2c(F)cccc2s1 | 2 | -9 | 1 |
| COc1cccc(-c2nn3c(-c4cc(C)[nH]n4)nnc3s2)c1 | 7 | 2 | 3 |
| O=C(NC1CCCCC1)C12CC3CC(CC(Cl)(C3)C1)C2 | -3 | -7 | 1 |
| COc1cccc(CNC(=O)Cn2cccc2)c1 | -2 | -1 | -5 |

Further structures follow:
| smiles | ARNT-TACC3 inh | PglD inh | RAD54 branch |
| --- | --- | --- | --- |
| C=CCn1c(=O)c2ccccc2n2c(SCC(N)=O)nnc12 | 5 | 2 | -1 |
| COc1ccc2c(c1)CCc1c(C(=O)Nc3cc(C)n(Cc4ccc(Cl)cc4)n3)noc1-2 | -7 | 1 | -9 |
| COc1ccc(NS(=O)(=O)c2cccc(NC(=O)c3ccc(S(=O)(=O)N4CCCCCC4)cc3)c2)cc1 | 4 | -7 | 8 |
| COCc1nnc(NC(=O)CCN2C(=O)c3ccccc3C2=O)s1 | -5 | -2 | 2 |
| Cc1noc(C)c1S(=O)(=O)N1CCC(C(=O)Nc2ccccn2)CC1 | 0 | -3 | -5 |
| O=C(CCNC(=O)c1ccccc1)Oc1ccc([N+](=O)[O-])cc1 | 1 | -5 | 8 |
| CCOC(=O)c1sc(N(Cc2ccccc2)C(=O)COC(=O)c2ccc(O)cc2)nc1C | -1 | -11 | -2 |
| O=C(Nc1ccccc1OC(F)F)c1ccc(Br)o1 | 2 | -2 | 3 |
| CC1(OC(=O)C2CCCC2)C(=O)C=C2C=C(c3ccsc3)N(CCc3c[nH]c4ccccc34)C=C2C1=O (centres undefined) | -10 | -1 | 3 |
| Cc1cc(C)n(CCc2nc3c4ccccc4n(CC#N)c(=O)n3n2)n1 | 28 | 3 | 4 |
| CC1CCc2sc(C(=O)N/N=C/c3ccc([N+](=O)[O-])cc3)cc2C1 (centres undefined) | 1 | -4 | 7 |
| CC1=CN2C(=N)/C(=C/c3cn(CCCOc4ccccc4C)c4ccccc34)C(=O)N=C2S1 | -1 | 7 | 3 |
| O=C(c1cccnc1)N(Cc1ccccc1)C1(C(=O)Nc2ccccc2)CCCCC1 | 2 | -5 | -13 |
| CCc1ccc2[nH]c(=O)c(C(c3nnnn3Cc3ccco3)N3CCC(C)CC3)cc2c1 (centres undefined) | -6 | 1 | -1 |
| N#Cc1c(NC(=O)C2CCCO2)sc2c1CCCCCC2 (centres undefined) | -6 | 6 | -2 |
| O=C(COC(=O)c1ccc2c(c1)OCCO2)Nc1cc(Cl)ccc1Cl | 2 | 0 | 9 |
| C=CCNc1nc(Nc2ccc(OC)cc2)nc(OC)n1 | 0 | -9 | 2 |
| O=S1(=O)CCC(NC(=S)NCCNC(=S)NC2CCS(=O)(=O)C2)C1 (centres undefined) | -1 | 1 | 5 |
| O=c1oc(-c2ccccc2NS(=O)(=O)c2ccc3ccccc3c2)nc2ccccc12 | -46 | 18 | -10 |
| Cc1cccc(N2C(=O)CC(Sc3ccccc3C(=O)O)C2=O)c1 (centres undefined) | -7 | -5 | -6 |
| O=C(c1ccccc1)c1cccc(NC(=O)c2ccc(Br)o2)c1 | 2 | -8 | -8 |
| COc1ccc(CC(NC(C)=O)C(=O)NC2CCN(C(=O)Nc3ccc(Cl)cc3)CC2)cc1OC (centres undefined) | -3 | 1 | -1 |
| CC1CCC2(CC1)Nc1ccccc1C(=O)N2c1ccccc1 (centres undefined) | 1 | -5 | -1 |
| CCOC(=O)C1(P(=O)(c2ccccc2)c2ccccc2)CCC1 | -2 | 1 | -2 |
| COCCCn1c(SCC(=O)Nc2ccc3c(c2)OCCO3)nnc1-c1ccoc1C | -2 | -1 | 4 |
| CCOC(=O)c1sc(C)c2c1NC(C)(c1cccc3ccccc13)NC2=O (centres undefined) | 1 | 2 | 8 |
| COc1ccc(-n2c(=S)[nH]c3cc(C(=O)NCCCN4CCCC4=O)ccc3c2=O)cc1 | -2 | 2 | 6 |
| COc1ccc(Br)cc1CN(C)CC(=O)Nc1c(Cl)ccc(C)c1Cl | 15 | 4 | -1 |
| COCCn1c(C)cc(C(=O)CSc2nc3nc(C)cc(C)n3n2)c1C | -2 | -1 | 8 |
| O=Cc1c(C(=O)O)n(CC(=O)O)c2ccccc12 | -1 | 0 | -4 |
| CCCn1nc(NS(=O)(=O)c2ccccc2)c2cc3cc(C)ccc3nc21 | -13 | -5 | 7 |
| COc1ccc(N2CC(C)Cn3c2nc2c3c(=O)n(CCc3ccccc3)c(=O)n2C)cc1 (centres undefined) | 4 | 2 | -1 |
| FC(F)(F)c1cc(-c2ccco2)nc(NCCc2ccccc2)n1 | 31 | 3 | -3 |
| COc1ccc(C2C3=C(CCCC3=O)Nc3nc(C(F)(F)F)nn32)c(OC)c1OC (centres undefined) | -2 | 2 | -10 |
| Cn1cnnc1SCC(=O)NCCC(c1ccccc1)c1ccccc1 | 0 | 0 | 10 |
| COc1ccc(S(=O)(=O)Nc2cccc(S(=O)(=O)N3CCCCCC3)c2)cc1 | -6 | 18 | -3 |
| Cc1ccc2c3c1C1(C(=O)N3C(C)(C)CC2C)C(C#N)=C(N)Oc2cc(O)ccc21 (centres undefined) | 6 | 5 | 3 |
| O=C(N/N=C/c1ccc2c(c1)OCO2)c1sc2cccc(Cl)c2c1Cl | 3 | 1 | 5 |
| Cc1cc(C)c2c(N)c(C(=O)Nc3ncc(C)s3)sc2n1 | -9 | -9 | 0 |
| CCOC(=O)c1ccc(/C=C2/C=C(c3ccccc3)N(c3ccc(Cl)c(C(=O)O)c3)C2=O)cc1 | -17 | -7 | -67 |
| COC(=O)[C@H]1Cc2cnoc2C[C@]1(C)C(=O)O | -6 | -2 | -13 |
| Cc1ccc(Cn2c(CN3CCOCC3)nc3c2c(=O)n(C)c(=O)n3C)cc1 | -5 | 2 | -8 |
| Cc1csc(-c2cnn(-c3ccccc3)c2NC(=O)c2cccc(C(F)(F)F)c2)n1 | 9 | 7 | -8 |

Screening results (PubChem BioAssay)

Not all compounds are listed (hit frequency here may not be typical).
